KKLEB cytotox: reduces viability of KKLEB cystic fibrosis airway cells; KKLEB CF airway cells viability, ATPlite luminescence, overnight; hits give low values; cells stimulated with P. aeruginosa culture filtrate; activity change (cytotoxicity), % at 5 µM; 360,000 tested, 0.36% active;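 active means corrected activity change at or below -50% at 5 µM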
LMP1 NFkB inh: Epstein-Barr LMP1 NF-kappaB reporter inhibition; LMP1-induced NF-kappaB luciferase reporter cells, luminescence; inhibition, % at 12.5 µM; 350,000 tested, 0.69% active; AID 504558; in the data active means inhibition above about 41%;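 further: 0% = neutral control wells and 100% = reference inhibitor control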
HIF-2a inh: blocks HIF-2a reporter activity; 360,000 tested, 0.72% active; AID 624352; inhibition, % at 18.8 µM; 786-0 RCC cells HIF-2a reporter, luciferase luminescence, overnight;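 active means inhibition of the luminescence signal of 40% or more relative to plate controls, in a single-dose primary screen at 18.75 µM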
CF NFkB block: blocks PAF-induced NF-kB reporter in cystic fibrosis cells. KKLEB NF-kB-GFP reporter, GFP fluorescence overnight. inhibition, % at 5 µM. 360,000 tested, 0.86% active. AID 588850;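 active means at least 50% inhibition at 5 µM, scaled per plate between neutral and stimulator controls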;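 further: PAF is a Pseudomonas aeruginosa culture filtrate used as stimulus; plate controls were PAF-stimulated DMSO wells for no effect and unstimulated DMSO wells for full effect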
Shn3 inh set2: Schnurri-3 reporter inhibition in Clone20 osteoblasts | Clone20 osteoblast Shn3 3'UTR firefly luciferase, 24 h | AID 588674 | inhibition, % at 12.5 µM | 360,000 tested, 0.52% active;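 active means mean inhibition of at least 75% with every replicate also reaching 75%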;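 further: 0% = median of neutral control wells and 100% = pilot-screen positive control compound; some compounds past the cut are filed as inactive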
Peg3 promoter: inhibitors of Peg3 promoter. 360,000 tested, 1.7% active. HeLa PEG-Prom luciferase reporter, luminescence, overnight. inhibition, % at 20 µM. AID 588405;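 active means inhibition of at least 50% at 20 µM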
NR2E3 ag-1: activates human photoreceptor nuclear receptor NR2E3 | Q9Y5X4 | GST-NR2E3/biotin-RetCOR TR-FRET, 1536-well | inhibition of corepressor binding, % at 4.78 µM | 320,000 tested, 0.12% active | AID 2300;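 active means percent inhibition above the cutoff of mean plus 3 SD of all tested compounds, set per screening campaign, cut at about 20% in these data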;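 further: 0% = DMSO wells and 100% = biotin wells as full block of FRET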
Target sequence (Q9Y5X4 whole entry, looked up): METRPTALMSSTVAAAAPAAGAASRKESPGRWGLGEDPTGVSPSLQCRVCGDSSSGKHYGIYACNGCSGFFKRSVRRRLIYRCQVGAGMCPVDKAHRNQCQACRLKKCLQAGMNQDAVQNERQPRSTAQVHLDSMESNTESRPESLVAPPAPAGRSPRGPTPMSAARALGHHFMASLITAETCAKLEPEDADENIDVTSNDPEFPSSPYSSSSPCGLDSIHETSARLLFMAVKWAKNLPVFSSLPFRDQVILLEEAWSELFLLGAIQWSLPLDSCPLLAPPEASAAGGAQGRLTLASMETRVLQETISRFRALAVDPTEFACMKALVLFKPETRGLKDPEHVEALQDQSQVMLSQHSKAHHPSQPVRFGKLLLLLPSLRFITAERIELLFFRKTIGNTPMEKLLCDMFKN
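Material: NR2E3–RetCOR corepressor complex | Quantity: 1.35 nM GST-tagged NR2E3 final | Schedule: 5 h at 4 °C | Replication: Singlicate compound wells | Reagent: RetCOR corepressor, biotinylated, 7 nM | Controls: Biotin wells as high control, 0.6% DMSO wells as low control | Signal: TR-FRET, Eu(K)-anti-GST donor, streptavidin-D2 acceptor, ex 340, em 617/671 nm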
NR2E3 ag-2: human photoreceptor-specific nuclear receptor agonism | Q9Y5X4 | CHO-S Gal4-NCOR/VP16-NR2E3 two-hybrid, luciferase | inhibition of corepressor binding, % at 3.98 µM | 360,000 tested, 0.35% active | AID 602229;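 active means inhibition above the mean of all tested compounds plus 3 SD, cut at about 70% in these data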;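 further: 0% = DMSO with NR2E3 transfected cells and 100% = cells lacking NR2E3 construct; higher means lower luciferase signal from less NR2E3 corepressor binding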
iPSC survival up: enhancers of human iPSC single-cell survival; hiPSC single-cell survival, ATPlite luminescence; 100% = ROCK inhibitor wells, 0% = DMSO; survival enhancement, % at 20 µM; 360,000 tested, 0.044% active; AID 602274; in the data active means survival enhancement above about 18%;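 further: cells exposed to compounds for 16 hours before the ATP read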
TRPM1 prom inh: MITF TRPM1 promoter inhibition in SK-MEL-5 cells; SK-MEL-5 TRPM1 promoter luciferase, 24 h; inhibition, % at 12.5 µM; 330,000 tested, 0.83% active;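 active means mean inhibition across replicates of 60% or more, whatever share of single replicates reaches that level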; further: values of inactives mirror those of a sister screen read the other way
C8 TRAIL sens: caspase-8 TRAIL sensitization | NB7+C8 cells + TRAIL, ATPlite viability luminescence | inhibition (viability loss, TRAIL sensitization), % at 10 µM | 360,000 tested, 1% active;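 active means compounds causing at least 50% loss of cell viability in the single-dose screen, relative to plate controls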
* hit, by the source's call; / = no result given.

1	S=C(Nc1ccccc1Cl)N(CCCN1CCOCC1)Cc1ccccn1
2	N#CC1(NC(=O)COc2ccc3ccc(=O)oc3c2)CCCCC1
3	Cc1cc(/C=N/NC(=O)c2cccs2)c(C)n1-c1cnccn1
4	O=C(Nc1ccc2c(c1)OCCO2)C1CCN(c2nnnn2-c2ccccc2)CC1
5	COc1cccc(NC(=O)C2(S(=O)(=O)c3ccc(Cl)cc3)CC2)c1
6	O=C(NN1C(=O)C2C3C=CC(C4CC34)C2C1=O)c1ccc(Cl)cc1 (stereo unspecified)
7	C=CCCCCc1nc2ccccc2c(=O)n1N
8	COc1cc(NC(=O)c2cccs2)c(C(=O)OCC(=O)c2cc(C)n(-c3ccc(F)cc3)c2C)cc1OC

Compound | 1 | 2 | 3 | 4 | 5 | 6 | 7 | 8
KKLEB cytotox | 0 | 0 | -7 | -2 | 1 | -13 | 5 | -29
LMP1 NFkB inh | 2 | 0 | -33 | -10 | -3 | -3 | 2 | 18
HIF-2a inh | 17 | -1 | -249 | 10 | 2 | 17 | -21 | 6
CF NFkB block | 7 | -12 | 11 | 6 | 3 | 15 | 11 | 20
Shn3 inh set2 | 19 | 8 | -121 | 3 | 4 | 59 | 2 | 13
Peg3 promoter | 2 | -5 | -215 | 25 | 9 | 0 | -26 | -13
NR2E3 ag-1 | 1 | 0 | 0 | -2 | -1 | 3 | 1 | 0
NR2E3 ag-2 | 5 | -36 | -112 | -4 | -1 | 0 | -19 | -36
iPSC survival up | -0.1 | -0.4 | -2.9 | 3.5 | -0.1 | 3.0 | 3.8 | -0.4
TRPM1 prom inh | 11 | -4 | -25 | 5 | -11 | -6 | -8 | 18
C8 TRAIL sens | -6 | 10 | 15 | -5 | -19 | 3 | 20 | -6

Continued, overlapping the part above by three compounds.
6	O=C(NN1C(=O)C2C3C=CC(C4CC34)C2C1=O)c1ccc(Cl)cc1 (stereo unspecified)
7	C=CCCCCc1nc2ccccc2c(=O)n1N
8	COc1cc(NC(=O)c2cccs2)c(C(=O)OCC(=O)c2cc(C)n(-c3ccc(F)cc3)c2C)cc1OC
9	CC(=O)c1c(C)[n+]([O-])c2ccc3c(non3O)c12
10	N#Cc1ccc(/C=C\c2nccc3c2[nH]c2ccccc23)cc1
11	COc1ccc(CN(C)C(=O)Cn2ccsc2=N)cc1OC
12	CCOC(=O)C1=C(c2ccccc2)NC(=O)NC1c1cc(Br)c(O)c(OC)c1 (stereo unspecified)
13	COc1ccccc1C(=O)NCC(=O)N/N=C/c1ccc([N+](=O)[O-])cc1
14	C[C@@H]1Cc2c(O)c(O)cc(O)c2C(=O)O1
15	Cc1ccccc1C(=O)c1cccn1CC(=O)NCc1ccc(Cl)cc1
16	CCc1cc(=O)oc2cc(C)cc(OC(C)C(=O)NCc3ccccn3)c12 (stereo unspecified)

Compound | 6 | 7 | 8 | 9 | 10 | 11 | 12 | 13 | 14 | 15 | 16
KKLEB cytotox | -13 | 5 | -29 | 5 | -20 | 6 | 7 | 6 | 10 | -13 | -2
LMP1 NFkB inh | -3 | 2 | 18 | -7 | -28 | -12 | 0 | 10 | -3 | 6 | -7
HIF-2a inh | 17 | -21 | 6 | 10 | -8 | -14 | 19 | -43 | 10 | -26 | 6
CF NFkB block | 15 | 11 | 20 | 6 | -19 | 1 | 13 | -20 | 0 | 4 | -4
Shn3 inh set2 | 59 | 2 | 13 | 5 | 18 | 6 | 1 | -8 | 4 | -14 | -4
Peg3 promoter | 0 | -26 | -13 | 6 | 31 | -20 | 12 | -8 | 0 | -35 | 0
NR2E3 ag-1 | 3 | 1 | 0 | -2 | 1 | 2 | 0 | -2 | 1 | 4 | -4
NR2E3 ag-2 | 0 | -19 | -36 | -10 | -64 | -15 | 17 | 5 | -20 | -2 | 2
iPSC survival up | 3.0 | 3.8 | -0.4 | -0.5 | -0.6 | -0.9 | 0.0 | -1.8 | -2.0 | -0.1 | 0.6
TRPM1 prom inh | -6 | -8 | 18 | 10 | 19 | -6 | 4 | -9 | -3 | -2 | -4
C8 TRAIL sens | 3 | 20 | -6 | -1 | 11 | -13 | -17 | -7 | -6 | -4 | -22

17	COc1cccc(-c2nn(-c3ccccc3)cc2CO)c1
18	O=C(Cc1ccc(NC(=O)C2CCN(C(=O)C3CCCC3)CC2)cc1)Nc1ccc(C(=O)N2CCOCC2)cc1
19	COc1ccc(C(C(=O)NCc2ccccc2)N(C(=O)c2snc(C(N)=O)c2N)c2ccccc2OC)cc1OC (stereo unspecified)
20	COc1ccc(NC(=O)C2CCCN(c3c4c(nc5ncnn35)CCC4)C2)cc1 (stereo unspecified)
21	O=C(Nc1ccccc1N1CCOCC1)c1ccc2ccccc2c1
22	CCN(CC(=O)Nc1cc(Cl)ccc1C)C(=O)CCc1nc2ccccc2c(=O)[nH]1
23	O=C(COC(=O)c1ccccc1NCCO)Nc1ccc(S(=O)(=O)NC2=NCCCCC2)cc1
24	CC[C@]12C(=O)N(C)C[C@H]([C@@H]3C(=O)N(Cc4ccccc4)C(=O)[C@@H]31)N2C(=O)c1ccc(F)cc1

Compound | 17 | 18 | 19 | 20 | 21 | 22 | 23 | 24
KKLEB cytotox | -8 | 10 | 2 | 0 | -6 | 15 | 28 | 9
LMP1 NFkB inh | -30 | 0 | -1 | 9 | -12 | -3 | -4 | -8
HIF-2a inh | -185 | 3 | 24 | 25 | -96 | 8 | -47 | 3
CF NFkB block | -3 | -21 | 8 | 2 | -9 | 2 | -2 | 5
Shn3 inh set2 | -62 | -9 | 5 | 18 | -10 | 8 | -9 | -10
Peg3 promoter | -217 | -3 | 4 | 20 | -83 | 0 | -26 | 3
NR2E3 ag-1 | -5 | / | 1 | -4 | -2 | 6 | / | /
NR2E3 ag-2 | -69 | -6 | -10 | 18 | -38 | 5 | -25 | 2
iPSC survival up | -0.1 | -1.3 | -0.3 | -1.4 | -0.2 | 2.6 | -0.8 | -0.6
TRPM1 prom inh | -72 | -3 | 3 | 23 | 15 | -7 | 5 | -3
C8 TRAIL sens | 3 | -4 | -6 | 15 | 7 | -3 | 4 | 11

25	Nc1ncnc2c1ncn2[C@@H]1O[C@H](CNS(=O)(=O)CCCCl)[C@@H](O)[C@H]1O
26	COc1ccc(C(=O)O)c(O)c1
27	CC(C)[C@H](NC(=O)[C@H](Cc1ccccc1)n1c(=O)[nH]c2ccccc2c1=O)C(=O)N1CCC[C@H]1C(=O)O
28	Cc1ccc(C(=O)Nc2ccc(N3CCOCC3)cc2N2CCOCC2)cc1
29	CC(C)c1ccc(NC(=S)NC2CCCCCC2)cc1
30	COc1ccc(NC(=O)Nc2ccc3c(c2)C(=O)N([C@H](C)CO)C[C@H](C)[C@@H](CN(C)C(=O)NC(C)C)O3)cc1
31	CCNC(=O)c1cc2c(=O)n3cccc(C)c3nc2n(Cc2ccc(C)cc2)c1=N
32	Cc1cc(C)n2nc(SC(C)C(=O)N3CCOCC3)nc2n1 (stereo unspecified)

Compound | 25 | 26 | 27 | 28 | 29 | 30 | 31 | 32
KKLEB cytotox | -5 | -14 | -12 | -3 | 0 | -1 | -7 | -7
LMP1 NFkB inh | 0 | -4 | 7 | -6 | 8 | -1 | -2 | 1
HIF-2a inh | -5 | 26 | 8 | 8 | -266 | 12 | 24 | -1
CF NFkB block | 0 | 9 | -1 | -1 | -4 | 2 | 0 | 8
Shn3 inh set2 | -39 | -8 | 5 | 7 | -29 | 8 | 4 | -9
Peg3 promoter | -7 | -4 | 9 | 19 | -212 | -3 | 32 | -6
NR2E3 ag-1 | / | -5 | -1 | 3 | 1 | / | 2 | /
NR2E3 ag-2 | -17 | -29 | -12 | 14 | -100 | 14 | -8 | 2
iPSC survival up | -0.4 | -1.8 | -2.2 | -0.2 | -5.3 | 0.6 | 1.8 | -0.6
TRPM1 prom inh | -1 | / | 0 | -7 | -57 | -2 | 2 | 0
C8 TRAIL sens | -10 | -11 | -10 | -3 | -5 | -8 | 14 | -16

33	Cc1ccccc1-c1nn(-c2ccccc2)cc1C(=O)NCC(c1ccco1)N1CCCC1 (stereo unspecified)
34	CCCc1cc(=O)[nH]c(SCC(=O)Nc2ccc(OCc3ccccc3)cc2)n1
35	O=C(c1ccc(Br)s1)N1CCCC1
36	CC(=O)c1ccc(Nc2nc(C(N)c3ccccc3)cs2)cc1 (stereo unspecified)
37	Cc1cc(=O)n2nc(N3CCCC(C(=O)NCc4ccccc4Br)C3)sc2n1 (stereo unspecified)
38	O=C(C[n+]1ccccc1)N/N=C/c1ccc(O)cc1
39	COc1ccccc1C(c1nnnn1C(C)C)N1CCN(C(=O)c2ccco2)CC1 (stereo unspecified)
40	CCC1(C(=O)c2ccc(Cl)cc2)C2c3ccccc3OC(=O)C21C(=O)Nc1ccccc1 (stereo unspecified)

Compound | 33 | 34 | 35 | 36 | 37 | 38 | 39 | 40
KKLEB cytotox | -19 | 12 | -9 | -9 | -15 | 6 | 8 | -1
LMP1 NFkB inh | -7 | -15 | -5 | / | -7 | 46* | -7 | 3
HIF-2a inh | -11 | -15 | -4 | -93 | -9 | 10 | 0 | 15
CF NFkB block | -6 | 14 | 5 | -3 | 15 | -6 | -8 | -1
Shn3 inh set2 | -26 | -31 | -3 | 5 | -11 | 7 | -10 | -7
Peg3 promoter | 16 | -14 | -8 | -59 | -15 | -1 | 13 | 2
NR2E3 ag-1 | 5 | 3 | 1 | / | 0 | 0 | 4 | 3
NR2E3 ag-2 | 12 | 8 | -7 | -70 | -4 | -3 | 0 | -10
iPSC survival up | -0.1 | -0.6 | -1.3 | 0.4 | 0.1 | -2.0 | 0.0 | 4.1
TRPM1 prom inh | -12 | 6 | -22 | / | -9 | 9 | 6 | 0
C8 TRAIL sens | 4 | -12 | -15 | -2 | 2 | -9 | 6 | -9

41	Cc1cc2c(N3CCCCC3C)ncnc2s1 (stereo unspecified)
42	O=C(NCc1ccco1)c1ccc([N+](=O)[O-])cc1Cl
43	COc1ccc(/C=C2/SC(=O)N(CC(O)Cn3c4ccccc4c4ccccc43)C2=O)cc1 (stereo unspecified)
44	CC1CCCCN1S(=O)(=O)c1ccc(NC(=O)c2cccc(-n3cnnn3)c2)cc1 (stereo unspecified)
45	COc1cc2oc(=O)cc(-c3ccc(-c4ccc(C#N)cc4)cc3)c2c(OC)c1OC
46	CCC1C(=O)N=C(SCC(=O)NC2CCCCC2)NC1=O (stereo unspecified)

Compound | 41 | 42 | 43 | 44 | 45 | 46
KKLEB cytotox | -12 | 12 | -6 | 2 | -4 | 8
LMP1 NFkB inh | -2 | -3 | -5 | -5 | 8 | -3
HIF-2a inh | 18 | -7 | 12 | 24 | -14 | 14
CF NFkB block | 14 | -8 | 8 | -4 | 40 | -7
Shn3 inh set2 | 43 | 18 | -3 | 4 | 5 | 35
Peg3 promoter | -12 | -4 | 1 | 21 | -1 | -2
NR2E3 ag-1 | 0 | -3 | -1 | 1 | / | 2
NR2E3 ag-2 | 26 | -5 | -27 | -2 | -2 | -8
iPSC survival up | -1.4 | -0.1 | -1.9 | -1.5 | -0.2 | 2.7
TRPM1 prom inh | 1 | 3 | -3 | 7 | -5 | -9
C8 TRAIL sens | -7 | -2 | 0 | 16 | -1 | -10

Source: PubChem BioAssay (several laboratories)

Not all compounds are listed; the hit share may differ from the screen's.
